# HePTP inh: inhibitors of human HePTP phosphatase, primary screen, biochemical, absorbance, leukemia target. AID 521, 2006. recombinant HePTP phosphatase activity, OD absorbance. Tyrosine-protein phosphatase non-receptor type 7 (Homo sapiens), P35236. inhibition, % at 20 µM. 110,000 tested, 0.64% active; in the data active means inhibition above about 50%;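 further: plate controls were vehicle for no effect and reference inhibitor for full effect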
# Target sequence (P35236 whole entry, looked up): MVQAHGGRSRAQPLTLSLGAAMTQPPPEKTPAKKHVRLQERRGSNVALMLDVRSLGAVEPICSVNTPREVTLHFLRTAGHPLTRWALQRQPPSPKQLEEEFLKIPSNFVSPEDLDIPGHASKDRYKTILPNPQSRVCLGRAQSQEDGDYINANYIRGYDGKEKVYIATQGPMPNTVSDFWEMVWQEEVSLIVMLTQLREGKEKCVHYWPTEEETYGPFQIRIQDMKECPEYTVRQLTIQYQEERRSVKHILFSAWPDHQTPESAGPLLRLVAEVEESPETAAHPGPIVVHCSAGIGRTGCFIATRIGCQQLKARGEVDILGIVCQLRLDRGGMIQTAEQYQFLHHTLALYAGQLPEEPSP
# BAP1 block: inhibitors of BAP1 deubiquitinase, primary screen, biochemical, Ub-AMC fluorescence, kinetic. Ubiquitin carboxyl-terminal hydrolase BAP1 (Homo sapiens), Q92560. recombinant BAP1, Ub-AMC hydrolysis fluorescence kinetic; active compounds read low. activity remaining (% of control), % at 20 µM. 72,000 tested, 0.48% active;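 active means activity remaining at or below 50% of control, provided the compound also passes the data quality filters; inactive means the rest, including low values that fail the filters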;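 further: 100% = DMSO wells rate and 0% = substrate alone blank rate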
# Starred values were filed as active, the others as inactive; nt = no result given.
SMILES,HePTP inh,BAP1 block
O=C1CCCC/C1=C\Nc1ccccc1C(=O)O,3,113
CCOc1cc(C2NC(=O)NC(C)=C2C(=O)Nc2ccc(Cl)cc2)ccc1O (stereo not drawn),6,nt
COc1ccc2c(c1)c(/C=C/c1nc3ccccc3c(=O)n1-c1ccccc1OC)c(C)n2C,-2,nt
Cc1cc(=O)n(-c2nc(-c3ccccc3)cc(-c3ccc(Br)cc3)n2)[nH]1,8,nt
CC12CCC(c3c(C(=O)O)nn(-c4ccccc4)c31)C2(C)C (stereo not drawn),-6,95
CCn1c(SCC(=O)Nc2cc(NC(C)=O)ccc2OC)nnc1-c1ccncc1,12,90
Cc1cccc(C)c1OCC(=O)Nc1sc2c(c1C(N)=O)CCC2,5,nt
O=C(/C=C/c1ccco1)N1CCN(c2cccc(Cl)c2)CC1,-3,nt
COc1cccc(Nc2nnc(SCC(=O)N3CCOCC3)s2)c1,1,96

# Of the compounds above, these contain a COOH group:
SMILES,HePTP inh,BAP1 block
O=C1CCCC/C1=C\Nc1ccccc1C(=O)O,3,113
CC12CCC(c3c(C(=O)O)nn(-c4ccccc4)c31)C2(C)C (stereo not drawn),-6,95

# A run of entries from the list above:
SMILES,HePTP inh,BAP1 block
CCn1c(SCC(=O)Nc2cc(NC(C)=O)ccc2OC)nnc1-c1ccncc1,12,90
Cc1cccc(C)c1OCC(=O)Nc1sc2c(c1C(N)=O)CCC2,5,nt
O=C(/C=C/c1ccco1)N1CCN(c2cccc(Cl)c2)CC1,-3,nt
COc1cccc(Nc2nnc(SCC(=O)N3CCOCC3)s2)c1,1,96

# Screening data (PubChem)
